From PubChem
NR2F2 inh: inhibitors of human COUP-TFII (NR2F2); HEK293T NGFI-A luciferase reporter, luminescence; inhibition, % at 8.6 µM; 370,000 tested, 0.7% active; AID 686940;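 active = inhibition above a per-plate cutoff, mean inhibition of test wells between control levels plus 3 SD, cut at about 38% in these data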;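 also: cells cotransfected with COUP-TFII expression vector driving the NGFI-A reporter; 0% = median of COUP-TF2 test wells and 100% = reporter-only cells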
Target sequence (P24468 whole entry, looked up): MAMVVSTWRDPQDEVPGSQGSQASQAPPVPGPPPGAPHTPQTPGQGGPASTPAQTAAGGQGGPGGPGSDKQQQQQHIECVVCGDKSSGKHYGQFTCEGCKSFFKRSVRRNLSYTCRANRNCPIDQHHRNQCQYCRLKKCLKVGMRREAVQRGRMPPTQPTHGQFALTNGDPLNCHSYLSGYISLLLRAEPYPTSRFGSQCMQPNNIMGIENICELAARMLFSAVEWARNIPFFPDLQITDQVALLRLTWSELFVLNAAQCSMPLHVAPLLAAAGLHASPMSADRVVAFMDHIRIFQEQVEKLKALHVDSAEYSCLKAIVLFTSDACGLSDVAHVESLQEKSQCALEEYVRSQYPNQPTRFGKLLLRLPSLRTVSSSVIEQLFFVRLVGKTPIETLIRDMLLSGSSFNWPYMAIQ
NCOA2 inhibitor: human SRC2 (NCOA2) inhibition; Q15596; HEK293 GAL4-SRC2 luciferase reporter, luminescence; inhibition, % at 9 µM; 370,000 tested, 0.17% active; AID 651957;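 active = inhibition above the mean inhibition of all tested compounds plus 3 SD, set per campaign, cut at about 52% in these data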;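 also: 0% = DMSO treated cells and 100% = cells given Gossypol at 36 µM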
TRAIL sens C8: sensitizes caspase-8 expressing cells to TRAIL | NB7+C8 cells + TRAIL, ATPlite viability luminescence | inhibition (viability loss, TRAIL sensitization), % at 10 µM | 360,000 tested, 1% active;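 active = compounds causing at least 50% loss of cell viability in the single-dose screen, relative to plate controls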
CF NFkB inh: blocks PAF-induced NF-kB reporter in cystic fibrosis cells. KKLEB NF-kB-GFP reporter, GFP fluorescence overnight. 360,000 tested, 0.86% active. inhibition, % at 5 µM. AID 588850;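 active = at least 50% inhibition at 5 µM, scaled per plate between neutral and stimulator controls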;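 also: PAF is a Pseudomonas aeruginosa culture filtrate used as stimulus; plate controls were PAF-stimulated DMSO wells for no effect and unstimulated DMSO wells for full effect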
NCOA1 inh: inhibits human SRC1 coactivator; Q15788; HEK293 GAL4-SRC1 luciferase reporter, luminescence; inhibition, % at 3.6 µM; 360,000 tested, 0.12% active; AID 588354;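 active = inhibition above the campaign mean plus 3 SD, with each screening campaign given its own cutoff, cut at about 60% in these data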;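 also: 0% = DMSO treated cells and 100% = gossypol at 36 µM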
TROY signal inh: TROY signaling inhibition | Q293 LMP1-TROYcd NF-kB luciferase reporter, 4 h | inhibition, % at 10 µM | 360,000 tested, 0.98% active;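 active = compounds whose plate-normalised and pattern-corrected inhibition of the luciferase reporter signal at the single screening dose is 50% or more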
KKLEB tox: CF airway cell cytotoxicity counter-screen; KKLEB CF airway cells viability, ATPlite luminescence, overnight; hits give low values; cells stimulated with P. aeruginosa culture filtrate; activity change (cytotoxicity), % at 5 µM; 360,000 tested, 0.36% active; AID 602141;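 active = corrected activity change at or below -50% at 5 µM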
TWEAK Fn14 block: blocks TWEAK-Fn14 interaction in a reporter cell assay; inhibition, % at 10 µM; TWEAK-stimulated Fn14 reporter cells, luciferase luminescence, 8 h; AID 1159606; 360,000 tested, 2% active; in the data active = inhibition above about 50%
NCOA3 inh: inhibitors of human steroid receptor coactivator 3 (SRC3); Q9Y6Q9; HEK293 GAL4-SRC3 luciferase reporter, luminescence; inhibition, % at 3.6 µM; 360,000 tested, 0.17% active; AID 588352;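 active = inhibition above a per-campaign cutoff, the mean of all compounds plus 3 SD, cut at about 60% in these data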;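 also: 0% = DMSO-treated cells and 100% = gossypol-treated cells at 36 µM; higher means less SRC3-driven luciferase light from the GAL4 reporter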
LMP1 NFkB inh: Epstein-Barr LMP1 NF-kappaB reporter inhibition; LMP1-induced NF-kappaB luciferase reporter cells, luminescence; inhibition, % at 12.5 µM; 350,000 tested, 0.69% active; in the data active = inhibition above about 41%;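 also: 0% = neutral control wells and 100% = reference inhibitor control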
LRH-1 inv ag: suppresses constitutive activity of human LRH-1; inhibition, % at 3.6 µM; O00482; 360,000 tested, 0.13% active; AID 602396; HEK293T StAR-luciferase reporter, LRH-1 transfected, 24 h;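 active = inhibition above the mean inhibition of all tested compounds plus 3 SD, cut at about 73% in these data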;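 also: 0% = DMSO wells and 100% = reporter-only cells lacking LRH-1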
Target sequence (O00482 whole entry, looked up): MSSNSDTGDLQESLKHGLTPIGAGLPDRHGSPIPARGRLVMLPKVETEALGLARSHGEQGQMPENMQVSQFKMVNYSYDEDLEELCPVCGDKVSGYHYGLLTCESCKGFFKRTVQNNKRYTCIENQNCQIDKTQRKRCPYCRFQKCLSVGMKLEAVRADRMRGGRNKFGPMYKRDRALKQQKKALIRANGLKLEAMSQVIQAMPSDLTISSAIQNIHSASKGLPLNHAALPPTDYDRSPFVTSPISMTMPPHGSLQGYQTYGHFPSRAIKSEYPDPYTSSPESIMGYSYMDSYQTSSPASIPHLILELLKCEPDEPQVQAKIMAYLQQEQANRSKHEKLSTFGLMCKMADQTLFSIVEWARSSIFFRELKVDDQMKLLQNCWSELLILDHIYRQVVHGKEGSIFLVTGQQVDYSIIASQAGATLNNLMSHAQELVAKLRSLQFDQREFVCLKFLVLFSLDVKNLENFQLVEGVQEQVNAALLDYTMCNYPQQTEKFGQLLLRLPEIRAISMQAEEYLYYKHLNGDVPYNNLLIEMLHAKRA
* marks the source's active call; other numbers are inactive results; x = not tested or not shown; & = joins results of further samples.

SMILES | NR2F2 inh | NCOA2 inhibitor | TRAIL sens C8 | CF NFkB inh | NCOA1 inh | TROY signal inh | KKLEB tox | TWEAK Fn14 block | NCOA3 inh | LMP1 NFkB inh | LRH-1 inv ag
O=C(Nc1nc(-c2ccncc2)cs1)c1ccco1 | -4 | -32 | -3 | -14 | -39 | -11 | 3 | 7 | -25 | -21 | -42
CC1CCCCC1NS(=O)(=O)CCNC(=O)c1ccc2c(c1)OCO2 (stereo unspecified) | -10 | 1 | -14 | -10 | -15 | -1 | 10 | -12 | -15 | 2 | -12
O=C(CSc1ccc2nnc(CCNC(=O)c3ccc(F)cc3)n2n1)NCC1CCCO1 (stereo unspecified) | -13 | 1 | 0 | 2 | -10 | -27 | 12 | 6 | 13 | -1 | -36
COc1cc(CNC(=O)OCC(C)C)cc(OC)c1OC | 5 | -22 | -21 | 1 | 0 | -5 | -2 | 0 | -4 | 0 | 2
COc1ccc2nc(NC(=O)c3cccnc3SC)sc2c1 | -49 | -63 | 24 | -46 | -72 | -59 | 14 | -27 | -37 | -11 | -91
COc1cc(-c2nnc(SCC(=O)Nc3ccc(C(=O)O)cc3)o2)cc(OC)c1OC | 2 | 10 | -14 | 11 | 2 | -11 | -1 | 20 | -9 | 1 | 9
CC1=NN(c2ccc(C(=O)O)cc2)C(=O)CC1 | -1 | -7 | 1 | -1 | -30 | 28 | 6 | 33 | -20 | -16 | 0
Cc1cc(Nc2ccccc2)n(-c2ccc(C(=O)O)cc2)n1 | -24 | -12 | 2 | -6 | 14 | 16 | 17 | 4 | 0 | 4 | 2
COc1ccc(C2CC(c3ccc(OC)cc3)n3nc(NC(=O)c4cccs4)nc3N2)cc1 (stereo unspecified) | 9 | -23 | -2 | 1 | 6 | 11 | 12 | -12 | -5 | 4 | 10
CC1(C)Cc2ccccc2C2=C(C(=O)N3CCCCCC3)C(=O)C(=O)N21 | 14 | -33 | 4 | -3 | -16 | -4 | 14 | 8 | 14 | -9 | 11
COc1cc(C(O)c2nc(/C=C/c3ccccc3)cs2)ccc1F (stereo unspecified) | 8 | 19 | 15 | 14 | 8 | 3 | -10 | 10 | -5 | x | -13
O=C(CN1C(=O)C2CC=CCC2C1=O)Nc1ccc(Br)cc1 (stereo unspecified) | 15 | -33 | 5 | 5 | -147 | 10 | 8 | 1 | -2 | 5 | 19
O=C1COc2ccc(C(=O)CSc3nnc(Cc4cccs4)n3-c3ccccc3)cc2N1 | 24 | -16 | 17 | -9 | 1 | 0 | 3 | 21 | 16 | -5 | 19
CC(C)(C)c1ccccc1OCCCCCn1ccnc1 | 1 | -8 | 10 | 1 | 4 | 16 | -33 | -33 | 21 | 8 | -2
CC(C)C[C@H]1CN=C(Nc2ccccc2)N1CCc1ccc(F)cc1 | -19 | -9 | 0 | -28 | 3 | -10 | 19 | 0 | -5 | 0 | 0
CCCCN1C(=O)c2ccc(C(=O)NC3=NCCS3)cc2C1=O | -1 | -23 | 2 | -1 | -15 | -30 | -3 | 1 | -14 | -4 | -8
O=C1c2cccnc2-c2ncccc21 | 15 | -17 | -3 | -5 | -4 | -1 | -12 | 5 | 25 | 0 | 10
CC1(C)c2[nH]c3ccccc3c2C[C@@H]2C(=O)N(Cc3ccccc3)C(=O)N21 | 13 | -19 | -9 | 23 | -21 | 2 | -14 | 48 | -16 | -4 | -28
COc1ccc(/C=N/NC(=O)c2sccc2C)c2ccccc12 | -70 | -27 | -6 | -13 | -82 | 37 | 9 | -19 | -75 | -10 | -119
Nc1nc(-c2ccc(Cl)cc2)cc(C(F)(F)F)n1 | -7 | -12 | -4 | 12 | -9 | 11 | -7 | -8 | -4 | -19 | -7
CCOC(=O)[C@]12CCC=C1N(Cc1ccccc1)C(=O)[C@H](CC(=O)N1CCOCC1)C2 | 12 | -10 | -6 | x | x | -13 | x | 13 | x | x | 9
COc1ccc(C)cc1S(=O)(=O)N1CCCC(N2CCOCC2)C1 (stereo unspecified) | -1 | 13 | 1 | -3 | 3 | 12 | 4 | 5 | 8 | 5 | -1
COc1ccc(C(=O)Nc2cc(S(=O)(=O)N3CCCCC3)ccc2OC)cc1 | 0 | -14 | 8 | -16 | -10 | -8 | 6 | -2 | 10 | 5 | -2
O=C(N=NC(=O)c1ccc2c(O)n(C3CCCCC3)c(O)c2c1)c1cccnc1 | 5 | 12 | -4 | 1 | 8 | 14 | 12 | 7 | 6 | 1 | -5
COc1ccc(S(=O)(=O)Nc2ccc(-n3cnnn3)cc2)cc1[N+](=O)[O-] | 9 | -29 | -8 | -4 | -7 | -6 | -1 | 3 | 21 | -4 | -4

In another format: two of the compounds above.
smiles,NR2F2 inh,NCOA2 inhibitor,TRAIL sens C8,CF NFkB inh,NCOA1 inh,TROY signal inh,KKLEB tox,TWEAK Fn14 block,NCOA3 inh,LMP1 NFkB inh,LRH-1 inv ag
COc1ccc(/C=N/NC(=O)c2sccc2C)c2ccccc12,-70,-27,-6,-13,-82,37,9,-19,-75,-10,-119
Nc1nc(-c2ccc(Cl)cc2)cc(C(F)(F)F)n1,-7,-12,-4,12,-9,11,-7,-8,-4,-19,-7

Further entries
SMILES | NR2F2 inh | NCOA2 inhibitor | TRAIL sens C8 | CF NFkB inh | NCOA1 inh | TROY signal inh | KKLEB tox | TWEAK Fn14 block | NCOA3 inh | LMP1 NFkB inh | LRH-1 inv ag
Cc1cc2cc3c(=O)[nH]c(=O)cc-3n(CC(O)C(O)C(O)CO)c2cc1C (stereo unspecified) | -6 | 0 | 11 | -3 | 9 | -15 | 5 | -5 | 0 | 2 | 16
CC(C)(O)C#Cc1ccc(C(=O)N2CCCC(CCC(=O)NCc3ccccc3F)C2)cc1 (stereo unspecified) | 0 | 3 | 4 | -1 | -4 | -19 | -19 | -16 | -18 | 0 | -4
O=C(CCN1c2ccccc2Sc2ccccc21)OCc1nnc(-c2ccccc2)o1 | -2 | -6 | -7 | -6 | -10 | -23 | 8 | 14 | -3 | -6 | -13
Cc1sc2ncnc(Nc3ccc(O)cc3)c2c1C | 1 | 2 | 15 | 10 | -3 | -7 | 3 | -6 | -3 | 9 | 1
COc1cc(OC)cc(-c2noc([C@H]3C[C@H](O)[C@@H](CO)O3)n2)c1 | 6 | -13 | -2 | -10 | -20 | -11 | 3 | 16 | -2 | x | 0
Nc1ccc(Cl)c(NC(=O)c2cccs2)c1 | -18 | 7 | -7 | -10 | -24 | -9 | 3 | -9 | -29 | -3 | -8
CCN(CC(=O)Nc1ccc(NC(C)=O)cc1)C(=O)c1ccc2c(c1)OCO2 | 4 | -25 | -7 | -3 | -17 | -2 | -10 | 8 | -6 | 4 | 8
COc1ccc(C(=O)N/C(=C\c2ccc3c(c2)OCO3)C(=O)N2CCOCC2)cc1 | -12 | -19 | -8 | 7 | 10 | -6 | 0 | -14 | 8 | 49* | 3
Brc1ccc(-c2nc(-c3cccnc3)no2)o1 | -38 | -31 | 11 | -16 | -81 | -48 | 5 | -8 | -61 | -20 | -19
CC(C)(C)Nc1nc(Cl)nc(NC2CCCCC2)n1 | -24 | -4 | -19 | 35 | -8 | -40 | -17 | 5 | -50 | -27 | -1
COc1cccc(CNc2cnc3ccccc3c2)c1O | 11 | -32 | -1 | 21 | -93 | 13 | 3 | 42 | -40 | -13 | -99
CCOc1ccc(NS(=O)(=O)c2ccc(C(=O)NNC(=O)c3ccccc3O)cc2)cc1 | 4 | -23 | -1 | -24 | 5 | -29 | 3 | 0 | 6 | 14 | 11
COc1cc(OC)nc(/N=C/NO)n1 | -17 | 7 | -17 | -8 | 0 | -5 | 5 | 16 | -14 | x | -1
O=C(CSc1nnnn1-c1ccccc1)NC(=O)NCc1ccco1 | 8 | 3 | -12 | 14 | -14 | 1 | 9 | 0 | 9 | -3 | 18
CCOC(=O)c1c(NC(=O)CC2SC(N)=NC2=O)sc2c1CCCC2 (stereo unspecified) | -5 | 6 | 9 | -7 | -15 | 4 | -17 | -20 | 12 | -10 | 1
CN1CCN(c2ccc(NC(=O)c3ccccc3Br)cc2)CC1 | -7 | -71 | -10 | 7 | -36 | -15 | 1 | -17 | -14 | -20 | -63
COc1ccc(CCNC(=O)CSc2n[nH]c(N)n2)cc1 | 4 | 13 | 4 | -2 | -4 | 8 | 8 | 6 | 14 | -10 | 2
COc1nonc1NCn1nc(C)cc1C | 7 | -25 | 3 | -7 | 5 | 17 | 4 | 8 | 18 | 3 | -8
COc1ccc(N2CCN(C(=O)C3CCN(S(=O)(=O)c4ccc5c(c4)oc(=O)n5C)CC3)CC2)cc1 | 3 | -1 | -21 | -2 | 1 | 11 | 5 | 17 | -2 | -1 | -12
CCN(CC(=O)Nc1c(F)cccc1F)C(=O)c1cccc(S(=O)(=O)N(C)c2ccccc2)c1 | -14 | -18 | 4 | -2 | 5 | -8 | 3 | 0 | 4 | 7 | 8
COc1ccc(-c2coc3c(C(=O)NCC4CC4)cccc23)c(C)c1 | 18 | 11 | 16 | 29 | -42 | 44 | 5 | -7 | -25 | x | -3
CCOc1ccc(NC(=O)NNC(=O)c2ccc3ccccc3c2O)cc1 | -10 | 5 | -12 | 11 | 10 | -3 | -1 | 10 | -45 | 12 | 5
CCOC(=O)c1oc2nc(C(C)C)c3c(c2c1N)CCC3 | -16 | -3 | -2 | -4 | 4 | 4 | 8 | -4 | 14 | 6 | 10
COc1cc(CO)ccc1OCC(=O)Nc1ccc(Br)cc1 | -20 | -21 | 1 | 1 | -22 | -25 | 4 | -16 | -2 | -11 | 13
CS(=O)(=O)N1CCCC(C(=O)NCc2ccccn2)C1 (stereo unspecified) | 13 | 3 | 2 | -8 | -7 | 8 | 7 | -3 | -3 | -19 | -15

Next section
SMILES | NR2F2 inh | NCOA2 inhibitor | TRAIL sens C8 | CF NFkB inh | NCOA1 inh | TROY signal inh | KKLEB tox | TWEAK Fn14 block | NCOA3 inh | LMP1 NFkB inh | LRH-1 inv ag
CN=c1sc2ccccc2n1CC(O)c1ccccc1 (stereo unspecified) | 1 | -21 | 0 | 26 | -6 | 20 | -17 | 2 | 6 | 0 | -18
O=C(CN1CCN(c2ccc(O)cc2)CC1)NC(=O)NCc1ccco1 | -5 | -22 | 8 | 0 | -2 | 24 | -11 | 3 | 4 | -1 | 5
Cc1ccc2cc(C#N)c(N3CCN(C(=O)c4cccs4)CC3)nc2c1 | -6 | -9 | 4 | 6 | 1 | -1 | -7 | 8 | -5 | -4 | 12
CCN(CC)C(=O)c1ncn(Cc2ccccc2)c1C(=O)N(CC)CC | 19 | -20 | 5 | -19 | 4 | 18 | -4 | 4 | -8 | -5 | -12
O=C1CCCc2ccccc2N1Cc1cccc(Cl)c1 | 18 | -5 | -9 | -4 | 8 | -21 | 0 | 1 | -7 | -3 | -8
CC1CN(C2CCN(S(=O)(=O)Cc3ccccc3)CC2)CC(C)O1 (stereo unspecified) | -4 | -39 | -14 | -16 | 0 | 4 | 9 | -6 | 7 | -2 | -7
NC(=O)c1ccccc1NC(=O)CS(=O)(=O)Cc1ccccc1 | -3 | -17 | -11 | 8 | 6 | -17 | 0 | 0 | -17 | 1 | 10
CC1=C(/C=C/C(C)=C/C=C/C(C)=C/C(=O)Nc2ccc(O)cc2)C(C)(C)CCC1 | 13&-4 | 2&7 | 80* | 4&10 | -14&-34 | 17&-5 | -9&4 | 20&24 | -7&-12 | 5&-67 | -57&-54
Cc1nnn(-c2nonc2N)c1C(=O)NNC(=O)c1ccc(Cl)c(Cl)c1 | -5 | -37 | -2 | -30 | 1 | -2 | -3 | 0 | 9 | -2 | 7
